Screens (PubChem BioAssay)
PAFAH1B2 inh: PAFAH1B2 enzyme inhibitors, primary screen, biochemical, fluorescence polarization, human | Platelet-activating factor acetylhydrolase IB subunit alpha2 (Homo sapiens), P68402 | recombinant PAFAH1B2, FP-rhodamine activity probe | inhibition, % at 3.39 µM | actives 1.2% (n = 340,000) | AID 492953, 2010;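 active means inhibition above the mean of all tested compounds plus 3 SD, cut at about 24% in these data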;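 further: 0% = enzyme with DMSO and 100% = wells lacking PAFAH1B2; many of its hits are not listed in these tables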
LYPLA2 inh: LYPLA2 inhibitors, primary screen, counter-screen for PME1 inhibitor project, biochemical, fluorescence polarization, FP-Rh probe ABPP; Acyl-protein thioesterase 2 (Homo sapiens), O95372; recombinant LYPLA2; inhibition, % at 5.9 µM; actives 0.38% (n = 320,000); AID 2177, 2009;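 active means inhibition above the screen-wide mean plus 3 SD, limit set per campaign, cut at about 26% in these data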;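 further: 0% = LYPLA2 with DMSO and 100% = wells lacking LYPLA2 enzyme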
pPAFAH FP inh: pPAFAH enzyme inhibitors, primary screen, biochemical, fluorescence polarization, human; inhibition, % at 3.39 µM; Platelet-activating factor acetylhydrolase (Homo sapiens), Q13093; recombinant pPAFAH, FP-rhodamine probe fluorescence polarization; AID 463082, 2010; actives 1.5% (n = 330,000);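 active means inhibition above the mean inhibition across the screen plus 3 SD, cut at about 25% in these data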;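 further: inhibitors block binding of the rhodamine activity-based probe so polarization drops; 0% = enzyme with DMSO and 100% = wells lacking pPAFAH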
PAFAH1B3 FP inh: PAFAH1B3 enzyme inhibitors, primary screen, biochemical, fluorescence polarization, human | Platelet-activating factor acetylhydrolase IB subunit alpha1 (Homo sapiens), Q15102 | recombinant PAFAH1B3, FP-rhodamine probe | inhibition, % at 3.39 µM | actives 0.28% (n = 340,000) | AID 492972, 2010;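 active means inhibition above the screen-wide average of all tested compounds plus 3 SD, cut at about 25% in these data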;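 further: 0% = enzyme with DMSO only and 100% = wells lacking PAFAH1B3 protein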
Target sequence (Q15102 whole entry, looked up): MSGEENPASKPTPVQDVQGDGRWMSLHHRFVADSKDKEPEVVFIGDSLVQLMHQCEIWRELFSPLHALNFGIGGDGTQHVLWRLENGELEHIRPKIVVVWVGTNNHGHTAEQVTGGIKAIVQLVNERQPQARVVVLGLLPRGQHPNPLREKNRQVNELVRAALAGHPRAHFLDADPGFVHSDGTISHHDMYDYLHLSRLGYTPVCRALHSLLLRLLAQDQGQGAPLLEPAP
PAFAH2 FP inh: PAFAH2 enzyme inhibitors, primary screen, biochemical, fluorescence polarization, human | Platelet-activating factor acetylhydrolase 2, cytoplasmic (Homo sapiens), Q99487 | recombinant PAFAH2, FP-rhodamine activity probe | inhibition, % at 3.39 µM | actives 0.99% (n = 340,000) | AID 492956, 2010;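 active means inhibition above the mean over all tested compounds plus 3 SD, cut at about 30% in these data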;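 further: inhibitors block probe labeling of enzyme so polarization drops; 0% = enzyme with DMSO and 100% = wells lacking PAFAH2 protein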
LYPLA1 counter: LYPLA1 inhibitors, primary screen, counter-screen for PME1 inhibitor project, biochemical, fluorescence polarization, FP-Rh probe ABPP; Acyl-protein thioesterase 1 (Homo sapiens), O75608; recombinant LYPLA1; inhibition, % at 5.9 µM; actives 0.16% (n = 320,000); AID 2174, 2009;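 active means inhibition above the mean of all tested compounds plus 3 SD, set per campaign, cut at about 14% in these data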;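 further: inhibitors block serine hydrolase probe labeling of LYPLA1 so polarization falls; 0% = enzyme with DMSO and 100% = wells lacking LYPLA1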
PAD4 inh: human PAD4 inhibitors, primary screen, biochemical, fluorescence polarization, 1536-well format. Protein-arginine deiminase type-4 (Homo sapiens), Q9UM07. recombinant PAD4, RCA probe fluorescence polarization. inhibition, % at 6.36 µM. actives 0.41% (n = 330,000). AID 485272, 2010;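 active means percent inhibition above a cutoff equal to the mean of all tested compounds plus 3 SD, cut at about 15% in these data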;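 further: 0% = PAD4 with RCA probe and DMSO and 100% = probe without PAD4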
Target sequence (Q9UM07 whole entry, looked up): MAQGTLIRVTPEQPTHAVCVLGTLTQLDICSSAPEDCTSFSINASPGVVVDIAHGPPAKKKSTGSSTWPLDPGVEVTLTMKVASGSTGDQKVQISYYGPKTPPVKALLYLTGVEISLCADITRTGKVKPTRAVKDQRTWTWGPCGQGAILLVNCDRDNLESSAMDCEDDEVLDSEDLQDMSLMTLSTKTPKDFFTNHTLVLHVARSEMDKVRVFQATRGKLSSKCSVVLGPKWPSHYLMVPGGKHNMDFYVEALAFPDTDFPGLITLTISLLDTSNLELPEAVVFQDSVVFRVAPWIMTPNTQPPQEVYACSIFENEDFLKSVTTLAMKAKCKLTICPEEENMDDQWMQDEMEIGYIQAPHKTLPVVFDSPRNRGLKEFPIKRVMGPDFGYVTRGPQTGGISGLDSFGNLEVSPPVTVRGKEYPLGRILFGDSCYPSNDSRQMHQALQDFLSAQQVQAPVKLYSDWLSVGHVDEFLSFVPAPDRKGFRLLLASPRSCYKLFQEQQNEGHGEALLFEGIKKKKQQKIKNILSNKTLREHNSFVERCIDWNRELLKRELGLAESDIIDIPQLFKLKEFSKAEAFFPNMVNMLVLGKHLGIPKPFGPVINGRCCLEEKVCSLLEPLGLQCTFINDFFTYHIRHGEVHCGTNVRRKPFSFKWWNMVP
PREPL inh: PREPL enzyme inhibitors, primary screen, biochemical, fluorescence polarization; Prolyl endopeptidase-like (Homo sapiens), Q4J6C6; recombinant PREPL, fluorescence polarization activity-based probe; inhibition, % at 5.96 µM; actives 0.68% (n = 320,000); in the data active means inhibition above about 43%;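 further: 0% = enzyme with DMSO and 100% = wells lacking enzyme; many of its hits are not listed in these tables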
GSTO1 inh: inhibitors of recombinant GSTO1, primary screen, counter-screen for RBBP9 inhibitor project, biochemical, fluorescence polarization | Glutathione S-transferase omega-1 (Homo sapiens), P78417 | activity-based probe fluorescence polarization | inhibition, % at 5.96 µM | actives 1.1% (n = 300,000) | AID 1974, 2009;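 active means inhibition above the campaign mean inhibition plus 3 SD, cut at about 35% in these data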;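 further: 0% = GSTO1-1 with DMSO and 100% = wells lacking GSTO1-1 enzyme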
Active calls of the source: *; x = no result given. These rows are one share of the data. The share of hits here may be higher or lower than overall.

cpd	structure	PAFAH1B2 inh	LYPLA2 inh	pPAFAH FP inh	PAFAH1B3 FP inh	PAFAH2 FP inh	LYPLA1 counter	PAD4 inh	PREPL inh	GSTO1 inh
1	CCC(C(=O)NC1CCCC1)N(C(=O)c1snc(C(N)=O)c1N)c1ccc(OC)c(OC)c1 (stereo unspecified)	-2.2	-0.1	0.3	3.5	0.2	4.4	-0.1	-7.0	-4.8
2	O=C(CSc1c[nH]c2ccccc12)NCc1ccc2c(c1)OCO2	9.3	1.4	0.2	7.9	-2.2	0.7	5.4	4.3	17.1
3	CCOc1cc(NC(=O)c2cccs2)c(OCC)cc1NC(=O)CCC(=O)NCC1CCCO1 (stereo unspecified)	x	5.5	3.1	x	x	0.6	-1.6	0.8	-8.9
4	C/C(=N\N=C(/N)SC1CC(=O)N(c2ccc(Cl)cc2)C1=O)c1cccs1 (stereo unspecified)	2.4	-2.5	12.2	6.4	9.0	-5.4	-2.4	-1.6	36.3*
5	COC(=O)c1ccc(NC(=O)CCS(=O)(=O)c2ccc(Br)s2)cc1	0.2	-2.7	-3.0	12.3	2.6	-5.4	3.5	-5.8	2.8
6	CC12CCC(C(=O)N(CC(O)CN3CCCCCC3)C1=O)C2(C)C (stereo unspecified)	0.6	-2.8	2.0	-2.2	1.9	1.9	1.7	2.2	6.7
7	COc1ccc2cc(C(=O)Nc3ccc(O)cc3)sc(=O)c2c1OC	1.3	-2.0	7.4	3.0	8.5	-6.9	-0.9	11.6	-1.4
8	COc1cc(C(=O)O/N=C(\N)c2ccccn2)cc(OC)c1OC	4.6	-0.4	6.0	8.8	3.9	1.2	-0.5	3.6	-1.6
9	O=C(/C=C/c1cccc(F)c1)NCCCn1ccnc1	-0.1	-3.4	2.2	11.2	-4.8	-3.0	-1.0	-4.9	-1.6
10	CCOC(=O)Cc1csc(NC(=O)c2c(-c3ccccc3)noc2C)n1	3.3	2.8	-1.3	-2.9	-0.8	-0.1	-2.1	-5.5	0.1

The closing two compounds of the part above come first, to join the parts:
cpd	structure	PAFAH1B2 inh	LYPLA2 inh	pPAFAH FP inh	PAFAH1B3 FP inh	PAFAH2 FP inh	LYPLA1 counter	PAD4 inh	PREPL inh	GSTO1 inh
9	O=C(/C=C/c1cccc(F)c1)NCCCn1ccnc1	-0.1	-3.4	2.2	11.2	-4.8	-3.0	-1.0	-4.9	-1.6
10	CCOC(=O)Cc1csc(NC(=O)c2c(-c3ccccc3)noc2C)n1	3.3	2.8	-1.3	-2.9	-0.8	-0.1	-2.1	-5.5	0.1
11	CCCCC(=O)NC(=S)NNC(=O)CC	7.1	9.4	1.5	2.7	1.1	-0.4	-0.4	7.5	0.5
12	CCCCOc1ccc(N2CC(C(=O)NCc3ccco3)CC2=O)cc1 (stereo unspecified)	-2.6	4.9	12.3	8.0	-3.6	1.3	-2.9	8.4	-2.1
13	Cc1ccc(N(Cc2ccc([N+](=O)[O-])cc2)C(=O)c2ccco2)cc1	5.7	2.0	-4.8	-2.1	-0.3	0.8	-7.8	37.7	0.5
14	O=c1[nH]c2ccc(Cl)cc2c(-c2ccccc2)c1N1CCN(CCO)CC1	2.0	4.8	5.8	1.9	-2.4	2.2	0.9	24.1	-4.0
15	CC(C)(C)C(=O)O/N=C(\N)Cc1ccc(-c2csnn2)cc1	4.0	0.0	4.5	0.5	0.6	-1.9	-2.5	7.1	-9.1
16	COc1ccc2nc(SCC(=O)N(C)CC(=O)Nc3ccc(F)cc3)[nH]c2c1	6.6	6.5	0.7	9.9	2.6	1.7	-1.1	1.7	12.1
17	COc1ccc(CCNC(=O)c2c(-c3ccccc3)noc2C)cc1OC	4.3	1.7	2.0	8.7	-1.2	1.4	10.0	-1.4	0.1
18	COc1ccc(NC(=O)c2c(Cl)nc3ccccn23)cc1	-0.6	6.0	1.9	3.8	-3.2	-2.1	6.4	6.4	-0.4
19	O=C(O)c1cccc(-n2cccc2/C=C2/NC(=O)N(Cc3ccccc3F)C2=O)c1	6.0	-4.8	8.2	11.1	14.3	-1.6	1.1	-6.1	-3.2
20	CCc1ccc(N(CC(=O)NC2CCCC2)C(=O)CCC(=O)Nc2ccccn2)cc1	-3.0	-1.2	2.1	-2.0	-0.4	-2.0	2.1	3.4	1.0
21	COC(=O)Cc1ccc(N(Cc2ccccc2F)S(=O)(=O)c2ccc(Br)cc2)cc1	4.0	-4.2	-1.0	8.6	-4.0	-2.2	0.2	12.7	13.3
22	Cc1ccccc1OCC(=O)NNC(=S)NC(=O)c1ccccc1[N+](=O)[O-]	7.9	-3.0	9.2	0.8	1.5	0.5	3.4	-4.1	-0.9
23	O=S(=O)(CC(O)COc1ccc(Br)cc1)c1ccccc1 (stereo unspecified)	13.1	8.0	9.8	13.7	-3.0	3.4	1.0	-41.8	0.8
24	O=S(=O)(Nc1ccc(N2CCCCC2)cc1)c1ccc(F)cc1	x	0.9	15.0	x	x	-4.2	-1.2	5.1	5.7
25	O=C1C2CCCN2c2ccc(S(=O)(=O)N3CCOCC3)cc2N1Cc1cccc(C(F)(F)F)c1 (stereo unspecified)	x	-44.5	-11.9	x	x	-15.4	-14.9	-8.2	-10.6
26	CCOC(=O)C1CCN(C(=O)c2ccccc2NS(=O)(=O)c2cc(C)ccc2C)CC1	3.8	0.5	0.6	7.1	2.0	3.4	1.3	14.1	6.9
27	O=C(NCc1ccco1)/C(=C\C=C\c1ccccc1)NC(=O)c1ccccc1Br	-0.5	-1.7	6.6	-3.4	1.7	-2.4	3.1	3.3	-0.5
28	Brc1ccc(-c2csc(N3CCOCC3)n2)cc1	9.4	5.0	-1.0	13.0	7.8	3.8	-3.5	13.8	-8.4
29	CN1CCc2c(OCC(=O)N3N=C(c4cccs4)CC3c3ccc(F)cc3)cccc2C1=O (stereo unspecified)	2.4	4.5	4.0	-3.7	-3.8	-1.8	-2.2	-12.2	28.4
30	Cc1oc2cc(O)ccc2c(=O)c1Oc1ccccc1	3.0	-0.5	1.7	7.0	14.3	2.2	-1.5	-3.1	1.7
31	COC(=O)c1c(NC(=O)C2CCCCC2C(=O)O)sc2c1CCCCC2 (stereo unspecified)	-4.8	-2.1	-0.7	5.6	1.7	-2.1	-2.6	11.2	22.8
32	Cc1sc2ncnc(N3CCC(C(=O)N(CC(C)C)c4nc5ccccc5s4)CC3)c2c1C	-3.0	5.4	5.0	-8.5	-1.8	-1.3	-2.8	1.8	-6.5
33	CCOc1ccc2c(c1)sc(=NC(=O)C1CC1)n2C	-0.2	-3.4	1.7	5.3	0.7	-2.6	1.9	16.9	-4.7
34	COc1cc(/C=C/C(=O)c2ccc(F)cc2)cc(OC)c1OC	0.6	2.5	3.4	0.5	-7.6	0.0	-1.5	0.1	-3.5
35	Cc1ccnc(NC(=O)Cc2ccc([N+](=O)[O-])cc2)c1	5.1	4.0	3.0	7.5	6.3	0.4	0.9	9.3	2.6
36	Cc1ccc(C(=O)N2CCN=C2SCc2ccc([N+](=O)[O-])cc2)cc1	2.9	15.5	6.3	-0.1	0.2	6.4	-1.2	-6.3	9.3
37	Cc1nc(C2CCC3C4CCC5=CC(=O)CC[C@]5(C)C4CC[C@]23C)cs1 (stereo partly specified)	x	-0.2	-1.3	x	x	-1.4	-6.3	9.3	-9.1
38	CCCCNC(=O)CC1C(=O)N(Cc2ccccc2)C(C)c2nc3ccccc3n21 (stereo unspecified)	3.0	0.4	1.8	-3.8	4.0	0.3	-2.5	2.1	0.9
39	Cc1cc2ccccc2n2c(SCC(=O)Nc3ccc(S(=O)(=O)N4CCCCC4)cc3)nnc12	3.8	-5.0	-5.3	-7.5	-10.7	-5.1	-3.1	31.5	0.7
40	Cc1cc(/C=C(\C#N)C(=O)O)c(C)n1C1CC1	-2.8	6.8	3.4	0.3	3.1	2.8	1.5	-1.6	1.9

One compound at a time, from the list above.
Profile of CCCCC(=O)NC(=S)NNC(=O)CC : PAFAH1B2 inh = 7.1; LYPLA2 inh = 9.4; pPAFAH FP inh = 1.5; PAFAH1B3 FP inh = 2.7; PAFAH2 FP inh = 1.1; LYPLA1 counter = -0.4; PAD4 inh = -0.4; PREPL inh = 7.5; GSTO1 inh = 0.5
Profile of Cc1sc2ncnc(N3CCC(C(=O)N(CC(C)C)c4nc5ccccc5s4)CC3)c2c1C : PAFAH1B2 inh = -3.0; LYPLA2 inh = 5.4; pPAFAH FP inh = 5.0; PAFAH1B3 FP inh = -8.5; PAFAH2 FP inh = -1.8; LYPLA1 counter = -1.3; PAD4 inh = -2.8; PREPL inh = 1.8; GSTO1 inh = -6.5

Continued.
cpd	structure	PAFAH1B2 inh	LYPLA2 inh	pPAFAH FP inh	PAFAH1B3 FP inh	PAFAH2 FP inh	LYPLA1 counter	PAD4 inh	PREPL inh	GSTO1 inh
41	O=C(NCC1CCCO1)c1cc(-c2ccncc2)nc2ccc(S(=O)(=O)N3CCOCC3)cc12 (stereo unspecified)	-4.8	3.8	2.0	0.3	2.3	0.0	2.1	1.9	10.3
42	CCOC(=O)CSc1nc(C)c2ccc(C)cc2n1	-0.8	-1.0	4.8	-2.6	7.3	2.0	-0.2	-0.9	4.7
43	N#Cc1c(/N=C/c2ccc(-c3ccccc3C(=O)O)o2)sc2c1CCCC2	6.1	-1.1	9.7	5.6	2.7	1.3	-3.0	11.4	4.6
44	CCC(=O)Nc1ccc2nc(C)n(Cc3ccccc3Cl)c(=O)c2c1	-3.4	-2.8	3.1	0.2	2.6	-4.7	0.8	-18.3	2.8
45	Cc1ccc(-c2nnc(COC(=O)c3cc(=O)[nH]c4ccccc34)o2)cc1	0.2	0.2	-0.6	-2.2	-4.0	-6.9	-2.8	-10.9	6.0
46	COc1ccccc1-c1cc(C(F)(F)F)n2ncc(S(=O)(=O)c3ccccc3)c2n1	1.1	3.8	2.4	-4.2	-2.9	2.6	-1.7	-5.6	7.9
47	CC1CCCN(CCCNC(=O)c2ccc(N3CCCC3=O)cc2)C1 (stereo unspecified)	5.1	3.6	3.1	12.6	8.7	-4.7	1.1	4.0	9.5
48	Cc1cccc(C)c1NC(=O)C(C)c1ccc(-c2ccccc2)c(F)c1 (stereo unspecified)	0.7	-11.6	1.3	7.2	-12.0	-9.2	-2.5	-5.6	0.1
49	COc1ccccc1NC(=O)CC(c1ccc(OC(C)C)cc1)c1ccccc1OC (stereo unspecified)	-0.6	-8.5	3.1	13.2	-6.7	-6.7	-3.5	10.3	-3.1
50	Cc1ccc(C(=O)N2CCN(c3cccc(C)c3C)CC2)cc1S(=O)(=O)N1CCOCC1	3.3	2.8	5.7	3.1	6.5	5.1	0.0	26.9	x
51	COc1cc(SC)ccc1C(=O)OCC(=O)N1CC(=O)Nc2ccccc21	5.2	x	4.9	4.6	3.4	x	-3.6	1.9	x
